Source: PubChem BioAssay (several laboratories)
HePTP inh: human HePTP phosphatase inhibition; P35236; inhibition, % at 20 µM; hit rate 0.64% among 110,000; recombinant HePTP phosphatase activity, OD absorbance; in the data active = inhibition above about 50%;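 note: plate controls were vehicle for no effect and reference inhibitor for full effect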
Target sequence (P35236 whole entry, looked up): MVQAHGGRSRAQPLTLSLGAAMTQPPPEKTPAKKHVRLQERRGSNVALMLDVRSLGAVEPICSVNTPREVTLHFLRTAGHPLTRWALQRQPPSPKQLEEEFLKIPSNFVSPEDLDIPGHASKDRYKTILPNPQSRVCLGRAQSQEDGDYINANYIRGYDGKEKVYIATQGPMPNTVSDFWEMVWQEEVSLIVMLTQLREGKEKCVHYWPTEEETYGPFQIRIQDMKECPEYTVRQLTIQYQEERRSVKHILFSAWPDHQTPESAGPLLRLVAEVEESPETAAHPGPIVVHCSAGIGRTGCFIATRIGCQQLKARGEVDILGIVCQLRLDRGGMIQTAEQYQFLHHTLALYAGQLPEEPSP
BAP1 inh: inhibitors of human BAP1 deubiquitinase | Q92560 | recombinant BAP1, Ub-AMC hydrolysis fluorescence kinetic; hits give low values | activity remaining (% of control), % at 20 µM | hit rate 0.48% among 72,000 | AID 436;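 active = activity remaining at or below 50% of control, provided the compound also passes the data quality filters; inactive = the rest, including low values that fail the filters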;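 note: 100% = DMSO wells rate and 0% = substrate alone blank rate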
Target sequence (Q92560 whole entry, looked up): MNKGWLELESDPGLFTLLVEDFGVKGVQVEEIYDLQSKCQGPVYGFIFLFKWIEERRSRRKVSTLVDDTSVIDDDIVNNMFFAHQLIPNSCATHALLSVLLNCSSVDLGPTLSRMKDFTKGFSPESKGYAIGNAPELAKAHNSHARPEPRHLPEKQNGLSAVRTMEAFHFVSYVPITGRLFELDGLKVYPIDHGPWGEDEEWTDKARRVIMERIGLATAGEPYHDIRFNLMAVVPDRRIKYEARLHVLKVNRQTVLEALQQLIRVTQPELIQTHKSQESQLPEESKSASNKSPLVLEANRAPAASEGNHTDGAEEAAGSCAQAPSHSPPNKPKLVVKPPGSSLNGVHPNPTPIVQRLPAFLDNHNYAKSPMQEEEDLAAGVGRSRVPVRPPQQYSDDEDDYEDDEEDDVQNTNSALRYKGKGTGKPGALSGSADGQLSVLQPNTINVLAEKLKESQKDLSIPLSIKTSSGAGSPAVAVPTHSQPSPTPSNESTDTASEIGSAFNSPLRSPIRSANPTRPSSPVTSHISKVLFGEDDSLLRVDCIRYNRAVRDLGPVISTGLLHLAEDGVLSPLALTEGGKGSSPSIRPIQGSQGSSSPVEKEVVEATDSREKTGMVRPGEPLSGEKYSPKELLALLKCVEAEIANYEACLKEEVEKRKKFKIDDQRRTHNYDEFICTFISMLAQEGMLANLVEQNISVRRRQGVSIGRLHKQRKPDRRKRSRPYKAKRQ
The depositor's hits bear a star; x = not tested or not shown; & = joins results of further samples.

SMILES	HePTP inh	BAP1 inh
CCN(C(=O)CSc1nnnn1-c1cc(C)ccc1OC)C1CCS(=O)(=O)C1 (stereo not drawn)	8.3	x
COc1ccc(O)c(C(=O)c2cnc3onc(C)c3c2)c1	x	126.2
COc1cccc(N2C(=O)/C(=C/c3ccccc3Cl)SC2=S)c1	-9.0	x
CCOc1c(Cl)cc(/C=C2\C(=O)NC(=O)N(C)C2=O)cc1Cl	6.3	x
CC(CCc1ccco1)NC(=O)c1cc2c(-c3ccccc3F)nn(C)c2s1 (stereo not drawn)	2.3	107.4
Nc1nnc(SCC(=O)Nc2ccccc2[N+](=O)[O-])s1	-1.9	x
Cc1ccc2cccc(NC(=O)C34CC5CC(CC(C5)C3)C4)c2n1	x	149.0
CCCC(=O)NCc1nc2ccccc2n1C	15.0	93.5
NC(=O)CSc1nc2ccccc2s1	x	81.2
Cn1c(=O)c2c(nc(NCc3cccnc3)n2Cc2cccc(C(F)(F)F)c2)n(C)c1=O	-2.8	124.2
COc1cc(C2C3C(=O)N(c4ccccc4)C(=O)C3ON2c2ccccc2)ccc1O (stereo not drawn)	2.9	100.0
O=C(c1sc2cc(Cl)ccc2c1Cl)N1CCOCC1	-14.3	x
COc1ccc(S(=O)(=O)Nc2cccc3ccccc23)cc1Br	6.5	x
CCOc1nc(NCc2ccco2)nc(Nc2ccc(OC)cc2)n1	10.6	72.7
Cc1cc(NC(=O)c2c(-c3ccccc3Cl)noc2C)no1	6.8	83.7
CCOC(=O)C1=C(c2ccccc2)NC(=S)NC1c1ccccc1 (stereo not drawn)	0.5	x
CCCc1[nH]nc2c1C(c1ccncc1)C(C#N)=C(N)O2 (stereo not drawn)	4.3	92.0
COCCN1C(=O)C(=O)/C(=C(/O)c2cccc(OC)c2)C1c1ccco1 (stereo not drawn)	3.5	103.2
Cc1nnc(SCCn2c(Br)nc3c2c(=O)n(C)c(=O)n3C)s1	-12.0	69.2
O=C(Nc1ccc(-c2nc3ccccc3o2)cc1)c1ccco1	-8.2	x
COc1ccc(N(CC(=O)Nc2nccs2)S(=O)(=O)c2c(C)nn(C)c2C)cc1	-0.3	92.0
O=c1oc2cc(O)ccc2cc1-c1csc(-c2ccc(-c3ccccc3)cc2)n1	29.1	x
O=C(CSc1nnc(-c2cccc(S(=O)(=O)N3CCCCC3)c2)o1)NCCC1=CCCCC1	-4.4	57.0
CCc1nnc(NS(=O)(=O)c2ccc(NC(=O)c3cccc4ccccc34)cc2)s1	8.5	x
O=C(COC(=O)CCCNC(=O)c1ccc(Cl)cc1)NC1CC1	x	105.2

(list continues)
SMILES	HePTP inh	BAP1 inh
O=C(O)c1ccccc1-c1nc2ccc([N+](=O)[O-])cc2[nH]1	x	112.8
Cc1cccc(C(=O)Nc2ccccc2CO)c1	-3.6	x
COc1ccccc1C(=O)Nn1cnc2ccccc2c1=O	6.0	96.6
COc1ccc(N(CC(=O)N/N=C/c2cccc3ccccc23)S(=O)(=O)c2ccccc2)cc1	4.6	x
COc1ccc(NC2CC(=O)N(c3ccccc3)C2=O)cc1 (stereo not drawn)	-7.8&4.8	82.3
Cc1ccccc1NC(=O)NCCc1nc2ccccc2[nH]1	8.3	94.4
O=C1S/C(=C\c2cccc(Cl)c2)C(=O)N1Cc1ccccc1	-14.7	x
O=C(CCc1n[nH]c(=O)[nH]c1=O)N1CCCCC1	-13.1	97.4
COc1ccc(CNC(=O)c2cnc3scc(C)n3c2=O)cc1	10.6	x
COc1cc2c(C(=O)N3CCN(Cc4ccc5c(c4)OCO5)CC3)cn(C)c(=O)c2cc1OC	9.1	x
COc1cc(OC)cc(C(=O)Nc2cccc(Cl)c2Cl)c1	5.2	x
CCn1c2ccccc2c2nnc(SCCCn3c(=O)[nH]c4ccccc43)nc21	2.8	77.3
Brc1ccccc1CN1CCN(Cc2ccccn2)CC1	-6.7	x
COc1ccccc1-c1c(C)nn2c(N3CCC4(CC3)OCCO4)cc(C)nc12	13.4	88.8
Cn1c(C(=O)NCc2cccnc2)cc2sc(Cl)cc21	-4.3	100.8
COc1ccccc1Cc1noc(-c2ccccc2Cl)n1	0.7	x
Oc1ccccc1NCC(O)Cn1ccc2ccccc21 (stereo not drawn)	4.8	84.1
CCOCCOC(=O)c1ccc(NC(=O)c2ccc(Br)cc2)cc1	-0.7	x
Cc1cc(=O)oc(C)c1C(=O)NCCCN1CCN(c2ccccc2F)CC1	11.2	106.2
COC(=O)CC1SC(=O)NC1=Nc1ccccc1 (stereo not drawn)	2.3	94.8
Cc1ccc(C)c(NCc2ccc3c(c2)OCO3)c1	x	56.4
O=[N+]([O-])c1ccc(-c2nc(-c3ccc(Cl)cc3)no2)cc1	5.5	x
Cc1c(NC(=O)NCCN2C(=O)C3C4C=CC(C4)C3C2=O)c(=O)n(-c2ccccc2)n1C (stereo not drawn)	0.5	96.0
O=C(OCN1C(=O)c2ccccc2C1=O)c1ccco1	6.9	91.6
COC(=O)Nc1nn(Cc2ccccc2F)cc1Br	8.4	92.5

The results go on:
SMILES	HePTP inh	BAP1 inh
NC(=O)c1oc2ccccc2c1NC(=O)CN1CCCCC1	4.2	76.0
O=C(c1ccncc1)N(Cc1ccccc1)Cc1nc2ccccc2c(=O)[nH]1	4.6	96.4
Cc1cccn2c(=O)c3cc(C(=O)N4COCC4(C)C)n(C)c3nc12	-0.1	x
CCCC(=O)N(c1ccc2oc(=O)sc2c1)S(=O)(=O)c1cccs1	9.8	87.8
COc1ccc(C2=N/C(=C/c3ccc(F)cc3)C(=O)N2c2ccc(O)cc2)cc1	1.4	x
COc1cc(NC(=O)c2nn3c(c2Cl)NC(c2ccc(OC)c(OC)c2)CC3C(F)(F)F)cc([N+](=O)[O-])c1 (stereo not drawn)	7.1	x
CCCOc1ccc(C2C3=C(CC(C)(C)CC3=O)OC3=C2C(=O)CC(C)(C)C3)cc1OCC	-3.5	x
O=C(CCCNS(=O)(=O)c1cccs1)N1CCN(c2cccc(Cl)c2)CC1	1.7	x
NC(=O)Cn1c(=O)oc2ccccc21	10.2	107.1
O=C(O/N=C(/c1ccccc1)c1ccncc1)c1ccc(Br)cc1	5.5	x
O=C(c1cc(-c2ccccc2)nc2ccccc12)N1CCOCC1	3.7&7.4	84.2
O=C(Nc1ccccc1C(=O)NC1CCCC1)NC1CCCC1	3.6	102.9
CCOC(=O)c1cc(-c2ccc3c(c2)OCO3)nc2onc(C)c12	7.7	x
CSc1oc(-c2ccco2)nc1S(=O)(=O)c1ccccc1	-0.1	95.3
Cc1ccc2nc(SCC(=O)O)nc(C)c2c1	14.2	77.2
Cc1ccc(C)c(S(=O)(=O)Nc2ccc(OC(=O)c3ccc(Cl)cc3)cc2)c1	2.9	x
CC1(C)CC(=O)N(CC(=O)O)c2ccccc2S1(=O)=O	4.8	100.0
CCOc1ccc(NC(=O)c2cc(C(=O)O)ccc2C(=O)O)cc1	-9.3	x
COc1ccccc1N1C(=O)NC(=O)/C(=C\c2cc3ccccc3n2C)C1=O	0.4	x
COc1ccc(-c2ccc(/C=C3/C(=O)NN(c4ccc(C)c(Cl)c4)C3=O)o2)c([N+](=O)[O-])c1	2.0	x
O=C1N/C(=N\N=C\c2ccccc2O)SC1Cc1ccc(Br)cc1 (stereo not drawn)	-15.2	x
O=C(CCNC(=O)c1ccc(Br)o1)NCc1ccccn1	3.8	92.1
O=C(O)c1cccc(Cn2cccn2)c1	9.6	106.8
COC(=O)c1cc2c(C)nn(-c3ccccc3)c2s1	0.9	93.9
CCc1ccc(CN/C=C/C(=O)c2ccc(Br)cc2)cc1	10.5	x

(more compounds)
SMILES	HePTP inh	BAP1 inh
CCOC(=O)COc1ccc2nsnc2c1Cl	1.7	122.8
CCC1(C)CC(CCN)(c2ccc(C)cc2)CCO1 (stereo not drawn)	-5.9	x
CC(=O)NC1=NN(C(C)=O)C(c2ccc(Br)cc2)S1 (stereo not drawn)	3.6	x
COC(=O)c1ccccc1NC(=O)CCNC(=O)Cn1cnc2ccccc2c1=O	-3.4	99.6
Cc1ccc(-c2nc3cc(Cl)cc(Cl)c3o2)cc1NC(=O)COc1ccc([N+](=O)[O-])cc1	4.9	x
CC(=O)Nc1c(Br)cc(C23CC4CC(CC(C4)C2)C3)cc1Br	-13.5	x
Cc1ccnc(NC(=O)/C=C/c2cccc([N+](=O)[O-])c2)c1	-14.5	x
Cc1ccccc1NC(=O)c1c(NC(=O)C(C)(C)C)sc2c1CCC(C)C2 (stereo not drawn)	3.9	x
Cc1ccccc1C1(c2ccccc2C)CC1C(=O)Nc1cccc(Cl)c1 (stereo not drawn)	1.7	x
Cn1c2c(c(=O)n(C)c1=O)C(c1ccc([N+](=O)[O-])o1)C1=C(N2)c2ccccc2C1=O (stereo not drawn)	-3.7	x
CC(=O)c1ccc(NC(=O)c2ccc(CN3CCc4ccccc4C3)cc2)cc1	7.7	x
CC(C)(C)NC(=O)CSc1nncn1NCc1ccccc1	4.8	84.5
O=C1N=c2ccc([N+](=O)[O-])cc2=C1c1sc(=S)n(Cc2ccccc2)c1O	-6.5	x
Cc1ccc(/C(O)=C2\C(=O)C(=O)N(c3nncs3)C2c2cccc([N+](=O)[O-])c2)cc1 (stereo not drawn)	0.6	x
O=C(Nc1nnc(Cc2ccc(Cl)cc2)s1)c1ccccc1F	-7.5	x
Cc1cc(NC(=O)CSc2nc(-c3ccc(F)cc3)cs2)no1	-5.2	87.0
O=C(CN1C(=O)c2ccccc2C1=O)NCC1CCCO1 (stereo not drawn)	6.6	95.4
CCOc1ccc(NCC2CCOC(C)(C)C2)cc1 (stereo not drawn)	-6.7	x
CCOC(=O)N1CCN(c2nc(-c3ccc(Cl)cc3)cs2)CC1	4.5	91.0
CCN1CCn2c3c(c4cc(Cl)ccc42)CCCC31 (stereo not drawn)	3.0	91.9
CCN(CC)CCNc1ccc(Nc2ccnc3cc4ccccc4cc23)cc1	2.5	x
O=C(Nc1ccc(CCC(=O)N2CCCC2)cc1)c1ncn[nH]1	6.7	70.9
Cc1cnc(NC(=O)CSc2nnc(-c3ccccc3)n2Cc2ccccc2)s1	-1.4	92.5
O=C(Nc1nnc(COc2ccc(C3CCCCC3)cc2)s1)c1cccc(Cl)c1	24.4	x
COC(=O)c1nc(C(=O)OC)c(C(=O)OC)nc1C(=O)OC	5.3	116.6

Filtered by structure: the compounds so far with a furan ring, fused or not.
SMILES	HePTP inh	BAP1 inh
CC(CCc1ccco1)NC(=O)c1cc2c(-c3ccccc3F)nn(C)c2s1 (stereo not drawn)	2.3	107.4
CCOc1nc(NCc2ccco2)nc(Nc2ccc(OC)cc2)n1	10.6	72.7
COCCN1C(=O)C(=O)/C(=C(/O)c2cccc(OC)c2)C1c1ccco1 (stereo not drawn)	3.5	103.2
O=C(Nc1ccc(-c2nc3ccccc3o2)cc1)c1ccco1	-8.2	x
O=C(OCN1C(=O)c2ccccc2C1=O)c1ccco1	6.9	91.6
NC(=O)c1oc2ccccc2c1NC(=O)CN1CCCCC1	4.2	76.0
CSc1oc(-c2ccco2)nc1S(=O)(=O)c1ccccc1	-0.1	95.3
COc1ccc(-c2ccc(/C=C3/C(=O)NN(c4ccc(C)c(Cl)c4)C3=O)o2)c([N+](=O)[O-])c1	2.0	x
O=C(CCNC(=O)c1ccc(Br)o1)NCc1ccccn1	3.8	92.1
Cn1c2c(c(=O)n(C)c1=O)C(c1ccc([N+](=O)[O-])o1)C1=C(N2)c2ccccc2C1=O (stereo not drawn)	-3.7	x

More records:
SMILES	HePTP inh	BAP1 inh
Cn1c(=O)c2c(nc(CN3CCN(c4ccc(F)cc4)CC3)n2CCN2CCOCC2)n(C)c1=O	10.7	105.3
CCOC(=O)c1sc(NC(=O)c2cnccn2)c(C(=O)OCC)c1C	-5.2	x
CC1(C)Oc2ccc3ccc(=O)oc3c2/C(=C/Nc2ccccn2)C1=O	0.7	73.9
COc1ccc(/C=C/C(=O)OCc2ccc([N+](=O)[O-])cc2)cc1S(=O)(=O)N1CCCCC1	9.6	x
O=C1C2C(c3ccc(Cl)cc3)OC3(C(=O)c4ccccc4C3=O)C2C(=O)N1c1ccc(F)c([N+](=O)[O-])c1 (stereo not drawn)	0.9	x
CC(C)CNC(=O)c1cc(-c2ccco2)nc2ccccc12	24.9	x
Nc1nc(Nc2ccccc2)nc2c1ncn2[C@@H]1O[C@H](CO)[C@H](O)C1O (stereo partly drawn)	x	94.5
COc1ccc(CCNS(=O)(=O)c2ccc3c(c2)OCCO3)cc1OC	-7.1	x
CSc1ccc(CN2CCN(S(C)(=O)=O)CC2)cc1	5.3	x
CNC(=O)CSc1nnc(-c2cc(C)cc(C)c2)o1	5.8	103.5
CCn1c(=O)cc(OCC(=O)NCc2ccco2)c2ccccc21	-2.6	121.2
COc1ccc(OC)c(C(c2nnnn2Cc2ccccc2)N2CCN(C3CCCCC3)CC2)c1 (stereo not drawn)	7.3	95.2
Cc1cc(C)c(C#N)c(SCC(O)CS(=O)(=O)Cc2ccccc2)n1 (stereo not drawn)	5.5	95.8
CCc1nc(NCC2CCCO2)c2oc3ccccc3c2n1 (stereo not drawn)	3.2	98.4
Cc1ccc(NC(=O)c2ccccc2F)c(Br)c1	x	84.7
Cc1cc(C(=O)CSc2n[nH]c(N)n2)c(C)n1-c1cc(F)ccc1F	10.7	x
CCOC(=O)C1=C(Nc2ccc(Br)cc2)CC(C)(O)C(C(=O)OCC)C1c1ccccc1 (stereo not drawn)	-10.3	x
c1ccc2c(-c3nc4ncccc4o3)cccc2c1	-0.7	x
Cc1ccsc1/C=C1\SC(=S)N(CCC(=O)O)C1=O	7.2	x
Cc1[nH]c2ccccc2c1SCC(=O)N1CCOCC1	-3.7	91.1
CS(=O)(=O)N(CC(=O)NCc1ccncc1)c1cc(Cl)cc(Cl)c1	-1.2	x
Cc1ccc(C(=O)NNC(=O)c2cccc(C)c2O)cc1	-0.5	x
CCCn1c(SCC(=O)N2CCc3ccccc32)nnc1-c1ccco1	11.3	111.2
CCOC(=O)c1ccccc1NC(=O)CC1SC(=NC)N(C)C1=O (stereo not drawn)	-3.1	x
CN(Cc1ccccc1)Cc1nc2c(c(=O)n(C)c(=O)n2C)n1CCc1ccccc1	x	72.9
COc1ccc2c(=O)c3c(=O)n(Cc4ccco4)c(-c4ccc(C)cc4)nc3oc2c1	3.1	66.3
CCOC(=O)COc1ccc2c(c1)C(=O)CC(C)(C)O2	-1.0	x
